Compound activity: PubChem BioAssay, National Center for Advancing Translational Sciences (NCATS)
DRD3 agonist = qHTS of D3 Dopamine Receptor Agonist: qHTS | D3R DiscoveRx beta-arrestin cells, luminescence, 90 min | actives 0.58% (n = 410,000) | AID 652048, 2013 | D(3) dopamine receptor (Homo sapiens), P35462 | max activation, %; in the data active = max activation above about 30%; note: 0% is about no effect; mostly tested at two doses, the higher about 12 µM
Target sequence (P35462 whole entry, looked up): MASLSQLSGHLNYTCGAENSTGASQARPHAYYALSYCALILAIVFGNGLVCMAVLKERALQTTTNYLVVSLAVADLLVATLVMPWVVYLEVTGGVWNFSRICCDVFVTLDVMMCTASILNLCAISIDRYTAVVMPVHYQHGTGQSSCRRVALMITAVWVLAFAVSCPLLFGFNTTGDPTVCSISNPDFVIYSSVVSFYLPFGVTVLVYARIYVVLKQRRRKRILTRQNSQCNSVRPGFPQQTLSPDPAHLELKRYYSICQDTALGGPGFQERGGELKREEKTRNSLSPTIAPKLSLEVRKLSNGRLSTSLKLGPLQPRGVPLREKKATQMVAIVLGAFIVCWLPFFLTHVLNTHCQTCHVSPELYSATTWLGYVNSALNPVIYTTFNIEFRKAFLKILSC
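Cells at 1500/well, incubated overnight, then treated with pinned compounds (dopamine as control) for 90 min at 37 degrees C. DiscoveRx reagent added for 30 - 60 minutes at room temperature; luminescence read.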
HT1080NT lethal = qHTS for induction of synthetic lethality in tumor cells producing 2HG: qHTS for the HT-1080-NT fibrosarcoma cell line; actives 1.6% (n = 360,000); Potency, µM (doses to about 46.1 µM), without a hit: at the top dose activity, negative = less viability, hits mostly cytotoxic; AID 686970, 2013; HT-1080-NT fibrosarcoma viability, CellTiter-Glo ATP luminescence, 48 h;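 note: NT is the 2HG producing partner of a matched IDH1 knockdown line; potency is the fitted concentration of half-maximal effect; 0% = DMSO-treated cells and -100% = media-only wells without cells; nearly all actives have a fitted effect of over 55% in size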
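Fibrosarcoma NT cells, 750 per well in 5% FBS RPMI, were exposed to compound for 48 hours. Viability: CellTiter-Glo luminescence.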
IL1B secr inh = qHTS for Inhibitors of Inflammasome Signaling: IL-1-beta AlphaLISA Primary Screen | THP-1 LPS/ATP IL-1B secretion, AlphaLISA, 16 h; stronger effect = lower value | activity change, % at 57.5 µM | actives 4.7% (n = 360,000) | AID 743279, 2014; in the data active = activity change below about -50%; inconclusive = mostly about -30% to -49%; note: % is set by controls: 0 for no effect and ±100 for the full control effect
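Secreted IL-1B measured by AlphaLISA bead assay after 16 h compound exposure of THP-1 cells; compounds (final up to 57.5 uM) added 1 h before LPS (250 ng/mL) and ATP (1.25 mM) stimulation; lower signal means less secretion.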
KB-3-1 tox = qHTS assay for MDR1-selective chemotherapeutics: Primary screen using the parental adenocarcinoma cell KB-3-1; KB-3-1 viability, CellTiter-Glo ATP luminescence, 72 h; Potency, µM (top dose mostly 46.1 µM), for the others: top-dose activity change, negative = cytotoxic, most hits filed as cytotoxic; actives 1.4% (n = 400,000); AID 1347075, 2019; note: potency is the fitted concentration of half-maximal effect; % is set by controls: 0 for no effect and ±100 for the full control effect; nearly all actives have a fitted effect of over 60% in size
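Cells are dispensed, compounds pinned in, plates held at 37 °C for 72 h, then CellTiter-Glo is added and luminescence read after 10 minutes. Cell line: parental KB-3-1 in phenol-red-free DMEM, 10% FBS.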
KB-V1 MDR tox = qHTS assay for MDR1-selective chemotherapeutics: Primary screen using the drug-selected MDR subline cells KB-V1 | AID 1347076, 2019 | actives 3.4% (n = 400,000) | KB-V1 MDR cells viability, CellTiter-Glo, 72 h | Potency, µM (top dose mostly 46.1 µM), for inactives: at the highest dose activity change, negative = cytotoxicity, actives largely listed as cytotoxic; note: potency is the fitted concentration of half-maximal effect; % is set by controls: 0 for no effect and ±100 for the full control effect; nearly all actives have a fitted effect of over 60% in size
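Compound-treated KB-V1 multidrug-resistant cells, 72 h, 37 degrees C; viability by CellTiter-Glo. Fitted qHTS curves give the values.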
HEK293 tox = qHTS of GLP-1 Receptor Inverse Agonists: Cytotox Screen | Potency, µM (series often up to 38.3 µM), inactives show at the top dose activity change, negative = inhibition, usual class: inhibitors | HEK293 cAMP-luciferase reporter cells, luminescence, 24 h | actives 0.13% (n = 410,000);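 note: loss of luciferase light is scored as toxicity; potency is the fitted concentration of half-maximal effect; % is set by controls: 0 for no effect and ±100 for the full control effect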
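Cells in DMEM/10% Nu serum/1% pen-strep, 1536-well format. Pre-incubated 12 h, dosed with 23 nL compound, incubated a further 24 h. Luciferase detection, 12 min at room temp, luminescence.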
HT1080 IDH1KD tx = qHTS for induction of synthetic lethality in tumor cells producing 2HG: qHTS for the HT-1080-IDH1KD cell line; HT-1080 IDH1 knockdown viability, ATP luminescence, 48 h; Potency, µM (titrated, usually from 46.1 µM), without a hit: at the highest dose activity, negative = toxicity, hits mostly cytotoxic; actives 2% (n = 360,000); AID 686971, 2013;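 note: potency is the fitted concentration of half-maximal effect; 0% = DMSO wells and -100% = cell-free medium wells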
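In this qHTS, HT-1080 cells depleted of IDH1 are exposed for 48 h at 37 °C to compound titrations. Toxicity is scored from CellTiter-Glo luminescence, with DMSO as full viability and medium alone as none.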
MCF10A rerep = A quantitative high throughput screen for small molecules that induce DNA re-replication in MCF 10a normal breast cells; MCF 10A DNA re-replication, Hoechst nuclear intensity, 48 h; Potency, µM (doses to about 46.1 µM), for inactives: at the top dose activity, positive = re-replication, actives largely listed as activators; actives 2.9% (n = 350,000); note: potency is the fitted concentration of half-maximal effect; % of control where 0% means no effect; nearly all actives have a fitted effect of over 50% in size
SW480 rerep = A quantitative high throughput screen for small molecules that induce DNA re-replication in SW480 colon adenocarcinoma cells. SW480 DNA re-replication, Hoechst DNA content imaging, 48 h. Potency, µM (doses to about 46.1 µM), for inactives: at the top dose re-replication activation, actives largely listed as activators. actives 1.8% (n = 340,000). AID 624297, 2012; note: potency is the fitted concentration of half-maximal effect; % of control where 0% means no effect; nearly all actives have a fitted effect of over 55% in size
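SW480 cells exposed to compounds for 48 hr at 37 C, 5% CO2, then Hoechst-stained 40 min. Nuclear DNA content imaged by fluorescence scanning (405 nm excitation, 500-530 nm emission); re-replication scored as increased high-intensity nuclei.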
* = called active by the depositor; ? = inconclusive; nt = not tested or not shown; [ ] = dose if it differs, or a comment. Unless noted, calls come from the whole dose curve; as a rule, active = well fitted curve in the direction sought with a large enough effect; inconclusive = small, poorly fitted or top-dose-only effect, or another doubt; inactive = no such curve, though single readings can be large; an effect the other way counts as inactive or inconclusive.

SMILES	DRD3 agonist	HT1080NT lethal	IL1B secr inh	KB-3-1 tox	KB-V1 MDR tox	HEK293 tox	HT1080 IDH1KD tx	MCF10A rerep	SW480 rerep
CCC1=C2CC[C@H]3C(=O)N(CC)C(=O)[C@H]3[C@H]2[C@@]2(Cc3ccccc3)C(=O)N(Cc3ccccc3)C(=O)N2C1=O	6	8%	0	5%	0%	11%	14%	-4%	-9%
Oc1c(CN2CCN(c3ccccn3)CC2)cc(Cl)c2cccnc12	-49	?	1	?	5.2µM*	?	?	?	7.3µM*
O=C(NNc1cccc(Cl)n1)c1c(Cl)cccc1Cl	-3	2%	-8	16%	2%	12%	2%	-1%	-11%
COCc1cc(C)nc(NC2CC(C)(C)NC(C)(C)C2)c1C#N	12	-7%	?	6%	1%	1%	-3%	9%	0%
CCc1nnc(NS(=O)(=O)c2ccc(NC(=O)c3ccc(Br)cc3)cc2)s1	-3	-12%	0	0%	0%	0%	-22%	-1%	?
Cc1ccc(S(=O)(=O)CCC(=O)OCC(=O)NC(=O)c2ccccc2)cc1	3	4%	3	-6%	27%	0%	4%	18%	-2%
CC(=O)C1=C(C)NC(SCC(=O)c2ccc(Cl)c(Cl)c2)=C(C#N)C1c1ccco1 (stereo not given)	17	-26%	-57*	10%	?	-17%	-2%	2%	12µM*
O=C(NCC(c1cccnc1)N1CCN(Cc2ccccc2)CC1)C(=O)Nc1ccc(F)cc1 (stereo not given)	-18	nt	nt	-21%	-2%	-3%	nt	nt	nt
O=C(CN1CCN(S(=O)(=O)c2ccc(Br)cc2)CC1)N/N=C/c1cccs1	12	3%	-7	24%	?	4%	12%	2%	-5%
O=C(c1cc(F)ccc1F)C1CCCN(C(=O)c2cccs2)C1 (stereo not given)	-7	-6%	-22	-6%	-34%	2%	-13%	18%	-4%
CCOC(=O)c1c(C)c(C(=O)NCc2cccs2)c(C)n1CC	8	?	-9	10%	15µM*	1%	5%	-2%	-8%
CN(CCc1ccccn1)C(=O)CCC1CCCN(C(=O)c2cccc(N(C)C)c2)C1 (stereo not given)	-3	3%	26	4%	-4%	-11%	1%	0%	3%
CCn1c(=O)cc(SCC(=O)NCc2ccccc2OC)c2ccccc21	6	nt	nt	?	?	-6%	nt	nt	nt
COc1ccc(CC2(CO)CCN(S(=O)(=O)c3sccc3C)CC2)cc1	14	3%	13	-2%	?	7%	-20%	11%	2%
CN(C)CCCN(C(=O)/C=C/c1cccs1)c1nc2c(F)cccc2s1	-17	?	-105*	?	?	?	?	26µM*	?
COC(=O)C(Cc1c[nH]c2ccccc12)NC(=O)c1cc(-c2ccc(OC)c(OC)c2)oc1C (stereo not given)	10	-11%	-64*	-11%	-4%	1%	-13%	?	17%
CC1(C(=O)NS(=O)(=O)c2ccccc2Cl)CCN1C(=O)CC1CCCCC1 (stereo not given)	2	1%	13	7%	5%	-2%	17%	nt	nt
CC1=C(C)CC(C(=O)NCc2ccc3c(c2)OCO3)C(C(=O)O)C1 (stereo not given)	4	4%[9.24 µM]	1	-4%	?	-12%	-4%	-1%	-8%
Cc1cc2nc(-c3ccc(SCC(=O)Nc4nccs4)nc3)[nH]c2cc1C	9	?	-15	-2%	?	5%	?	?	?
Cc1ccc(/C=N/NC(=O)c2cc3c(ccc4ccccc43)o2)cc1[N+](=O)[O-]	-4	13%	-17	-1%	13%	-2%	3%	?	0%
COc1cc2c(cc1OC)C(c1ccccc1)N(C(=O)CSCC(=O)O)CC2 (stereo not given)	-6	5%	7	20%	0%	14%	4%	5%	-14%
c1cc(-c2ccc3[nH]ccc3c2)n2ccnc2c1	-11	-17%	10	?	0%	-6%	-28%	nt	nt
COc1ccc(S(=O)(=O)Nc2nc3ccccc3nc2NCC2CCCO2)cc1 (stereo not given)	-4	2%	40	1%	0%	-2%	2%	-4%	-6%
O=C(NC1CCCC1)c1cc(-c2ccc(Cl)cc2)on1	1	15%	-18	1%	-10%	-12%	11%	-11%	-18%
COc1ccc(-n2cc(CN3CCC(OC)CC3)c(-c3cccc(F)c3)n2)cc1	-18	1%	-25	0%	-3%	-17%	-3%	-2%	-7%

Next section, starting with the last four of the part before.
SMILES	DRD3 agonist	HT1080NT lethal	IL1B secr inh	KB-3-1 tox	KB-V1 MDR tox	HEK293 tox	HT1080 IDH1KD tx	MCF10A rerep	SW480 rerep
c1cc(-c2ccc3[nH]ccc3c2)n2ccnc2c1	-11	-17%	10	?	0%	-6%	-28%	nt	nt
COc1ccc(S(=O)(=O)Nc2nc3ccccc3nc2NCC2CCCO2)cc1 (stereo not given)	-4	2%	40	1%	0%	-2%	2%	-4%	-6%
O=C(NC1CCCC1)c1cc(-c2ccc(Cl)cc2)on1	1	15%	-18	1%	-10%	-12%	11%	-11%	-18%
COc1ccc(-n2cc(CN3CCC(OC)CC3)c(-c3cccc(F)c3)n2)cc1	-18	1%	-25	0%	-3%	-17%	-3%	-2%	-7%
CCOc1ccc(-c2ccc(CO)o2)cc1N	5	nt	nt	3%	2%	-12%	nt	nt	nt
COCC(=O)N(C)[C@H]1C[C@H]2c3[nH]c4ccccc4c3CCN2C(=O)[C@H]1[C@H](C)O	-9	7%	19	2%	-17%	19%	11%	nt	nt
COc1ccc(NC(=O)CSc2ccc(F)cc2)cc1S(=O)(=O)N1CCCCC1	-2	-6%	-5	-77%	-28%	-29%	-29%	23%	18%
CCOCCCNC(=O)c1ccc2c(=O)n(Cc3ccc4c(c3)OCO4)c(=S)[nH]c2c1	-3	25%	4	3%	-2%	3%[7.66 µM]	14%	5%	0%
C=CCn1c(SCC(=O)Nc2ccc3c(c2)OCO3)nnc1-c1cc(Br)ccc1O	-5	1%	-2	2%	-11%	0%	-21%	694%[0.0737 µM]	0%
CC(NCCN(C)C)C(=O)C12CC3CC(CC(C3)C1)C2 (stereo not given)	-4	-3%	-17	3%	-3%	-6%	3%	-4%	?
Cc1ccc(NC(=O)c2ccc(COc3ccccc3)o2)nc1	-1	-20%	14	-2%	-5%	10%	-4%	5%	0%
COc1cccc(N2CCN(C(=O)c3ccc4c(=O)n(CCc5ccccc5)c(=O)[nH]c4c3)CC2)c1	14	nt	nt	-20%	-10%	-7%	nt	nt	nt
OCCC1CN(CCCc2ccccc2)CCN1Cc1ccc(F)cc1 (stereo not given)	-34	-10%	-16	-2%	-4%	14%	-4%	21%	-4%[9.22 µM]
Cc1ccc(NC(=O)CNC(=O)c2ccco2)cc1Cl	-1	-3%	-23	-14%	1%	-1%	-1%	11%	?
CCOC(=O)c1[nH]c2ccccc2c1NC(=S)Nc1cccc(C)c1	-9	-1%	-16	-6%	-13%	-16%	-1%	0%	0%
O=C(Nc1ccc(N2CCN(C(=O)c3ccc(Cl)cc3)CC2)cc1)c1cc2ccccc2o1	18	8%	-1	-28%	-13%	10%	4%	-3%	10%
COc1cc(OC)cc(C(=O)OC/C(O)=C(\C#N)c2nc3ccccc3[nH]2)c1	8	-28%	41	9%	16%	-25%	-28%	21µM*	?
O=C(NC(=S)N1CCCCC1CO)C12CC3CC(CC(C3)C1)C2 (stereo not given)	-4	12%	-4	18%	-12%	6%	-1%	11%	5%
CCn1c(SCC(=O)O)nc2sc3c(c2c1=O)CCC3	0	7%	27	3%	20%	-3%	8%	?	3%
Cc1nc2cc3c(cc2s1)OCO3	-2	-3%	-11	2%	0%	6%	18%	4%	-17%
COC(=O)C(O)(NC(=O)c1ccncc1)C(F)(F)F (stereo not given)	-1	-12%	-1	-9%	-8%	2%	-6%	-1%	2%
O=C(CC12CC3CC(C1)CC(CC(=O)NC1=NCCS1)(C3)C2)NC1=NCCS1	-1	6%	5	0%	?	12%	0%	6%	-2%
O=C(COc1ccc2c3c(c(=O)oc2c1)CCCC3)N1CCN(c2ccccc2)CC1	8	5%	10	-3%	-2%	-3%	8%	-12%	-10%
CC1Cc2cc(S(=O)(=O)CCC(=O)NC3CCCCC3)ccc2N1C(=O)C1CC1 (stereo not given)	-7	10%	20	8%	7%	-14%	4%	0%	-7%
CCOC(=O)c1nn(-c2ccccc2)c2nnc(Cc3ccc(Cl)cc3)c(=O)n12	8	3%	7	6%	10%	-4%	16%	10%	-696%[inhibitor]
COc1ccc(C)cc1NC(=O)c1cc2c(CO)cnc(C)c2oc1=N	-4	10%	14	20%	38%	-6%	10%	?	-9%
Cc1ccc(C2CC(c3cccc(Br)c3)Nc3nnnn32)cc1 (stereo not given)	-1	-13%	-7	-10%	-11%	-22%	?	23%	1%
CCOC(=O)CSc1nnnn1-c1cccc2ccccc12	-6	11%	44	7%	3%	8%	16%	-4%	-3%[9.22 µM]
CC(CC(=O)Nc1cccc(F)c1)S(=O)(=O)c1ccc2c(c1)NC(=O)CO2 (stereo not given)	7	0%	17	-22%	15%	-1%	-1%	1%	-4%
O=C(Cn1c(=O)oc2ccccc21)N1CCN(c2ccccc2)CC1	-8	-2%	5	-1%	-15%	24%	-3%	10%	-3%
O=C(c1cc2ccccc2oc1=O)N(Cc1cccs1)Cc1cccs1	4	-15%	-27	17%	-9%	3%	-7%	?	5%
CC(=O)Nc1ccc(C(=O)Nc2ccncc2)cc1	0	11%	4	-1%	9%	-25%	13%	-8%	5%
